Bioassay records deposited in PubChem BioAssay by PCMD.
CatL block – inhibitors of human cathepsin L, biochemical. inhibition, %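 (tested at 10 µM)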. AID 460, 2006. purified cathepsin L, fluorogenic substrate, fluorescence. actives 0.17% (n = 58,000). Procathepsin L (Homo sapiens), P07711; in the data active = inhibition above about 45%;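 also: 0% = enzyme with no compound and 100% = no enzyme blank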
CatB inh – human cathepsin B inhibitors, primary screen, biochemical, fluorogenic substrate; purified cathepsin B, fluorescence; inhibition, %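 (tested at 10 µM)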; actives 0.1% (n = 63,000); AID 453, 2006; in the data active = inhibition above about 21%;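 also: 0% = enzyme with no compound and 100% = no enzyme blank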
FXIIa inh mix – human factor XIIa inhibitors, primary screen, biochemical, pooled compound mixtures, fluorogenic substrate. Coagulation factor XII (Homo sapiens), P00748. purified FXIIa. inhibition, % at 5 µM. actives 0.2% (n = 62,000). AID 684, 2007;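 also: 0% = enzyme without compound and 100% = no enzyme blank; some results filed as inactive read as strong as hits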
Target sequence (P00748 20-372 limits assumed): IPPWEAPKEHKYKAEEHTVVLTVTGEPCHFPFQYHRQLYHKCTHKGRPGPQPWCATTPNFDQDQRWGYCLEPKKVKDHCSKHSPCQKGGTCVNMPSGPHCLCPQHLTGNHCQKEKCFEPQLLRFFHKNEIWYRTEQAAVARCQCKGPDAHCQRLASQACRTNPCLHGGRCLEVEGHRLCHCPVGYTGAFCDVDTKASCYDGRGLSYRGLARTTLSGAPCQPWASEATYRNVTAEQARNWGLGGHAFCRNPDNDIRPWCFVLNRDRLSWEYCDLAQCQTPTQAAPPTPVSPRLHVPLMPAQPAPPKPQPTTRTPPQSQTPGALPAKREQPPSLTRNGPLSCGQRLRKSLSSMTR
Target sequence (P00748 373-615 limits assumed): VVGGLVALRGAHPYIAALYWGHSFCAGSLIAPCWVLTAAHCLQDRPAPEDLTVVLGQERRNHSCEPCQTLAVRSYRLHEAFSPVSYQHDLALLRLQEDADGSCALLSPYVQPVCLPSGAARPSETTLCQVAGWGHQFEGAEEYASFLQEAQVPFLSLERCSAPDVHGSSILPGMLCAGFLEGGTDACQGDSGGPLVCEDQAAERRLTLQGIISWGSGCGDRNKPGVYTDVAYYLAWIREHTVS
AP complement – alternative complement pathway inhibitors, primary screen, biochemical, ELISA, human serum, orthogonally pooled compounds. AID 1235, 2008. actives 0.08% (n = 62,000). inhibition, % at 5 µM. LPS-coated ELISA, C3 deposition; tested in compound mixtures;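 active = inhibition above 30% in each of the two pooled mixtures holding the compound, so the lower value exceeds 30%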;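 also: 0% = serum in Mg-EGTA without compound and 100% = EDTA serum blank; some compounds past the cut are filed as inactive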
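Assay system: Human serum alternative complement pathway, C3 deposition on LPS-coated wells | Incubation: 1 h serum-compound exposure at 37 °C | Doses: 5 µM per compound in ten-compound mixtures | Read-out: Percent inhibition | Technique: ELISA with HRP anti-human C3 antibody, TMB substrate, absorbance 450 nm | Replication: Two pool placements per compound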
FXIa inh mix – FXIa protease inhibitors in compound pools, primary screen, biochemical, 10-compound mixtures | Coagulation factor XI (Homo sapiens), P03951 | purified FXIa, fluorogenic substrate, pooled mixtures | inhibition, % at 5 µM | actives 0.19% (n = 62,000) | AID 680, 2007;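 also: each value is inhibition by a whole ten-compound pool holding the compound; 0% = enzyme with no mixture and 100% = wells lacking enzyme; strong numbers were not always called active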
CatG inh – human cathepsin G inhibitors, primary screen, biochemical, pooled compound mixtures, AMC fluorescence. actives 0.2% (n = 62,000). inhibition, % at 5 µM (by protocol). purified enzyme, AMC-tetrapeptide fluorescence;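 active = inhibition above 20% in each of the two mixture wells holding the compound; inactive = inhibition of 20% or less in either well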;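 also: 0% = enzyme control without mixture and 100% = blank lacking enzyme; strong numbers were not always called active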
Target sequence (P08311 21-244 limits assumed): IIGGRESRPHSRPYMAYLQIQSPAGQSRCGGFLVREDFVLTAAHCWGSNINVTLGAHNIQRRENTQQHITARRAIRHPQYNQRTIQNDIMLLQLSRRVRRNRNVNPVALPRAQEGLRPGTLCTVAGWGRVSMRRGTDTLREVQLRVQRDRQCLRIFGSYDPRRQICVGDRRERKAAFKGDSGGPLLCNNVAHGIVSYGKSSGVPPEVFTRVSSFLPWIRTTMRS
C1s inh – complement C1s protease inhibitors, primary screen, biochemical, 10-compound mixtures; purified C1s, fluorogenic AMC substrate, pooled mixtures; mean inhibition % of two 10-compound mixtures (active compounds read high), % at 5 µM (by protocol); actives 0.16% (n = 62,000); AID 538, 2006;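 active = inhibition above 20% in each of the two 10-compound mixture wells holding the compound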;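 also: 0% = enzyme wells lacking compound mixture and 100% = no-enzyme blank wells; some compounds called inactive have numbers as strong as hits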
CatS inh – inhibitors of human cathepsin S, biochemical, compound mixtures; P25774; recombinant cathepsin S, AMC dipeptide fluorescence, pooled mixtures; inhibition, %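 (tested at 5 µM per compound within 10-compound mixtures)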; actives 0.06% (n = 62,000); AID 501, 2006; in the data active = inhibition above about 32%, passing the limit was not always enough;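 also: 0% = enzyme without compound and 100% = blank without enzyme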
CatB mixtures – cathepsin B inhibitors from pooled compounds, primary screen, biochemical, compound mixtures, AMC fluorescence. actives 0.06% (n = 62,000). inhibition, %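 (ten-compound pools at 5 µM per compound and 50 µM total)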. Purified cathepsin B, AMC dipeptide fluorescence. AID 488, 2006; in the data active = inhibition above about 22%, passing the limit was not always enough;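 also: 0% = enzyme without compound and 100% = no enzyme blank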
* marks the source's active call; other numbers are inactive results; . = not tested or not shown. Rule as the data show it, unless noted: active = inhibition above about 20% (passing the limit was not always enough); inactive = the rest. A portion of the library, so the mix of outcomes need not match the whole.

CatL block	FXIIa inh mix	CatB mixtures	CatS inh	CatG inh	AP complement	FXIa inh mix	C1s inh	CatB inh	Molecule
2	1	-4	-4	-11	-10	-8	-27	2	CCCCSc1nc(C)c(CC(=O)OC)c(=O)[nH]1
10	6	-4	-6	2	2	10	3	-1	COc1ccccc1C1C2C(=O)N(c3ccccc3)C(=O)C2ON1c1ccccc1 (centres undefined)
8	4	4	2	-1	14	8	-28	0	O=C(Cn1cc2c(n1)CCCC2)NC1CCCCCC1
16	1	0	5	1	14	7	-21	-4	CSc1nnc(Cn2c(=O)sc3ccccc32)n1-c1ccccc1C
5	4	2	-1	-6	-2	1	2	1	CCCNC(=O)C1CC(=O)N(c2ccc(OCC(=O)Nc3cc(C)cc(C)c3)cc2)C1 (centres undefined)
7	10	2	2	8	-3	6	2	4	COc1ccc(C)cc1-n1c(SCC(=O)Nc2cc(C)on2)nc2sc(C)c(C)c2c1=O
11	8	1	7	8	4	2	9	4	CCOC(=O)C1=C(C)Nc2nc(SCC(=O)OC)nn2C1c1cc(F)cc(F)c1 (centres undefined)
-4	3	10	-3	14	10	10	16	2	Cc1ccc(S(=O)(=O)N(Cc2nccn2C)C(C)C)cc1
-3	1	3	-3	0	-6	1	2	-2	Cc1nc(N2CCN(S(=O)(=O)c3ccc(F)cc3)CC2)c2c(C)c(C)sc2n1
9	8	-7	6	2	5	-7	-34	3	CCc1c(O)nc(SCC(=O)Nc2ccccc2OC)[nH]c1=O
2	4	3	-5	6	11	1	-10	2	Cc1ccc(-c2nc3ncccc3o2)cc1NC(=O)Cc1ccc(Cl)cc1
-1	15	-5	0	4	8	-1	-1	3	CC1CCC2(CC1)NC(=O)N(CC(=O)NC(=O)NC1CCCC1)C2=O (centres undefined)
-1	3	4	5	23	19	11	-25	-6	O=C(Nn1c(=O)[nH]c2ccsc2c1=O)c1ccccc1
19	12	-4	-3	9	7	7	4	-1	CCOC(=O)c1c(-c2ccccc2)c(C(C)=O)c(=O)n(C)c1C
3	-19	7	14	2	2	7	0	-3	CCOc1ccc(NC(=O)CC2NCCNC2=O)cc1 (centres undefined)
.	1	-2	-3	8	-2	7	11	3	CC(C)OC(=O)CN1C(=O)c2ccccc2C1=O
-16	5	2	4	4	1	6	3	2	CC(=O)N(C(C)=O)c1ncc2c([nH]c3ccccc32)c1C#N
9	1	-4	0	-1	0	-8	-5	-3	CN(C)c1ccc(-c2ccccc2)nn1
-19	5	2	10	3	-6	2	2	2	CCOC(=O)CNc1c(-c2ccc(O)cc2)nc2ccc(Cl)cn12
29	2	0	5	6	5	2	-6	1	COc1ccc2[nH]cc(C(=O)CN3CCN(C/C=C/c4ccccc4)CC3)c2c1
18	5	-8	-1	-9	0	-1	-93	11	O=C(CSc1nnc(-c2c[nH]c3ccccc23)o1)N1c2ccccc2CCc2ccccc21
8	12	-4	-17	-9	8	-9	-74	0	Cc1onc(-c2c(F)cccc2Cl)c1C(=O)Nc1nc2c(s1)CCCC2
13	11	3	-9	5	9	-3	-2	4	CCOC(=O)CNC(=O)CSc1nnc(SCC(=O)NCC(=O)OCC)s1
-13	-16	1	-26	8	24	5	7	-2	CC(=O)N(c1cccc(C)c1)C1SC(=O)N(c2ccccc2)C1=O (centres undefined)
-4	3	2	18	-2	-4	-1	-11	4	CCN(CC)S(=O)(=O)c1ccc(-c2nnc(SCC(=O)N3c4ccccc4CC3C)o2)cc1 (centres undefined)
.	8	4	-4	8	8	2	-3	3	N#Cc1c2n(c3c(-c4ccccc4)ncnc13)CCC2
6	12	4	6	1	1	0	1	2	CC1(C)Cc2noc(N)c2C(C)(C)N1OC(=O)c1cccs1
.	3	9	0	8	15	4	-1	3	CC1=C(C(=O)N2CCN(C(=O)c3ccco3)CC2)C2(CCC(C)CC2)OC1=O (centres undefined)
21	-16	-2	7	11	-1	4	4	5	CCC(=O)N(c1ccc(F)cc1)C1C=CS(=O)(=O)C1 (centres undefined)
-35	4	-3	8	6	7	5	-23	-3	Cc1nc2sc(C#N)c(N)c2c2c1CCCC2
14	-9	5	17	11	0	6	13	0	CN(C)c1ccc(NC(=O)Nc2ccc3snnc3c2)cc1
11	0	1	-4	9	4	8	13	6	O=C(CCSc1ccccc1)NC1CCCC1
11	1	1	0	0	-2	2	-54	5	COC(=O)Cc1c(C)nc2nc(-c3ccc(OC)cc3)[nH]n2c1=O
.	0	2	0	9	8	13	1	1	CC1CCc2nn(CC(=O)NC3CCCC3)cc2C1 (centres undefined)
.	0	-3	3	4	1	-8	-15	-2	O=C(CCSc1ccccc1)Nc1nnc(-c2ccccc2)o1
6	-2	2	21	-2	5	21	-4	1	Cc1ccc(-c2ccc(OCC(=O)N3CCOCC3)cc2)cc1
0	3	0	-1	-10	1	-2	-42	1	O=C(c1ccc(N2CCCC2=O)cc1)N1CCCCCC1
4	8	-4	-19	0	21	-2	-50	2	CCOc1ccccc1N(CC(=O)OC)S(C)(=O)=O
.	-1	-7	5	-1	-1	3	-34	-5	CN(C)/C=C1/Sc2ccccc2C1=O
-7	6	5	-2	9	14	3	13	2	CCOc1ccc(OCC)c(NC(=O)CN(C)S(=O)(=O)c2cnc[nH]2)c1
-181	12	-20	-46	-36	11	-43	-281	-28	CCCCc1cc(=O)oc2c(CN3CCCC3)c(O)c(Cl)cc12
.	4	-1	9	-4	-13	0	-12	.	Cc1cc(C)nc(NS(=O)(=O)c2ccc(NC(=O)CCN3C(=O)c4ccccc4C3=O)cc2)n1
12	2	3	13	9	3	2	-9	2	Cc1nc2nc(SCC(=O)N3CCOCC3)nn2c(C)c1Cc1c(F)cccc1Cl
-4	10	4	-2	11	34	4	16	1	COc1ccc(CNC(=O)c2c(O)c3ccccc3n(C)c2=O)cc1OC
.	2	3	15	7	2	-2	-1	0	COc1ccc(S(=O)(=O)CCc2nc3ccccc3s2)cc1
8	3	-8	-7	-9	-3	-11	-54	-2	C=CCn1c(-c2cccs2)nc2ccccc21
7	11	6	15	11	2	6	17	3	COc1ccccc1NS(=O)(=O)c1ccccc1C#N
5	2	0	7	2	-12	4	-4	1	CCN(CC)CCNC(=O)Cc1nn(CC)c(=O)c2ccccc12
8	-21	-6	-4	9	15	-6	-12	-2	Cc1cc(NC(NC(=O)c2ccco2)(C(F)(F)F)C(F)(F)F)no1
14	-4	-1	11	4	4	10	-7	2	CC(C)(C)C1CCC(OC(=O)c2ccncc2)CC1 (centres undefined)
12	12	4	-1	10	24	4	53	3	Cc1ccc(N2CC(C(N)=O)CC2=O)cc1C (centres undefined)
22	-3	0	5	4	0	-1	-30	4	CCOC(=O)C(C)n1cnc2c(nnn2-c2ccc(OC)cc2)c1=O (centres undefined)
-3	1	8	-4	3	5	8	3	-1	CCn1c(=O)c(C(=O)Nc2cccnc2)c(O)c2ccccc21
12	9	3	-3	7	9	6	1	4	Cc1ccc2oc(=O)c3cnn(CC(=O)NC4CCN(Cc5ccccc5)CC4)c3c2c1
18	-19	6	2	1	12	4	3	-1	Cn1c(CSCc2ccc(F)cc2)nnc1SCC(=O)Nc1nccs1
7	1	-4	10	-6	-14	3	-20	5	COC(=O)CSc1nnc(CNC(=O)c2cccs2)n1-c1cccc(C)c1
-61	1	-20	-40	-33	0	-49	-184	-26	CC(=O)c1ccc(-c2nc3ccccc3n2C)o1
24	5	-3	1	2	7	-6	-17	4	CCOC(=O)C1CCCN(CC(=O)Nc2c(C(=O)OC)[nH]c3ccc(Br)cc23)C1 (centres undefined)
.	7	1	5	-1	3	2	2	1	Cc1cccc(N2CCN(C(=O)n3ccnc3)CC2)c1C
-7	15	4	-2	5	21	-3	-4	6	Cc1c(C(=O)OCC(=O)N2CC(C)OC(C)C2)oc2ccc(Br)cc12 (centres undefined)

(further entries)
CatL block	FXIIa inh mix	CatB mixtures	CatS inh	CatG inh	AP complement	FXIa inh mix	C1s inh	CatB inh	Molecule
-2	2	-4	-2	2	8	5	-19	-3	Cc1nc(SCC(=O)CC(=O)OC(C)C)c(C#N)c(C)c1C
.	16	-1	-6	0	12	-3	-64	9	CC(Sc1ccc2c(c1)OCCO2)C(=O)Nc1ccc2c(c1)OCO2 (centres undefined)
5	11	4	-13	9	9	7	12	4	COC(=O)C(Cc1ccc(O)cc1)NC(=O)c1ccccc1OC (centres undefined)
.	-2	2	2	8	11	-4	2	1	Cc1nnc(NC(=O)CCCCCN2C(=O)C3C4C=CC(C4)C3C2=O)s1 (centres undefined)
-3	4	-3	-14	-7	-2	-6	-21	0	COC(=O)c1[nH]c2ccc(F)cc2c1NC(=O)C1=COCCO1
44	13	1	20	-10	-28	5	-11	4	Cn1c(Cc2ccccc2)nnc1SCC(=O)N1CCN(c2ccccc2)CC1
-2	9	2	0	-1	5	-3	0	-1	C=CCn1c(SCC(=O)Nc2ccc(N(C)C)cc2)nnc1-c1cccc(C)c1

Compound profiles, as listed above.
COC(=O)C(Cc1ccc(O)cc1)NC(=O)c1ccccc1OC (centres undefined) as listed: CatL block: 5; FXIIa inh mix: 11; CatB mixtures: 4; CatS inh: -13; CatG inh: 9; AP complement: 9; FXIa inh mix: 7; C1s inh: 12; CatB inh: 4
COC(=O)c1[nH]c2ccc(F)cc2c1NC(=O)C1=COCCO1 as listed: CatL block: -3; FXIIa inh mix: 4; CatB mixtures: -3; CatS inh: -14; CatG inh: -7; AP complement: -2; FXIa inh mix: -6; C1s inh: -21; CatB inh: 0
